Source: PubChem BioAssay (National Center for Advancing Translational Sciences (NCATS))
Epigenetic reg: regulators of epigenetic silencing causing reporter derepression in mouse cells; Potency, µM (top dose mostly 53.9 µM), for the others: top-dose GFP activation, most hits filed as activators; murine LDR cells, GFP reporter derepression, 30 h; AID 1865; 0.2% of 280,000 active; note: % of control where 0% means no effect; nearly all actives have a fitted effect of over 60% in size
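Derepression of a silenced CMV-GFP reporter in murine LDR cells is scored by enumerating GFP-positive cells with a laser-scanning microplate cytometer after 30 hours of treatment at 37 C.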
GAA glycogen: inhibitors or activators of human alpha-glucosidase glycogen cleavage. recombinant GAA, glycogen substrate, Amplex Red glucose oxidase fluorescence. Potency, µM (highest dose often 76.4 µM), without a hit: at the top dose activity change, negative = inhibition, hits mostly inhibitors. 0.38% of 300,000 active;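 note: 0% = full enzyme reaction and -100% = no-enzyme basal signal; the screen sought inhibitors and activators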
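Recombinant enzyme (4 nM final) with compounds titrated up to 77 uM and bovine liver glycogen (30 ug) in citrate pH 5.0, 0.01% Tween-20, 37 C 40 min. Released glucose detected by Amplex Red/glucose oxidase (Ex 573/Em 610); AC50 from Hill fits.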
Tau fluor counter: counter-screen for tau fibril formation inhibitors; tau K18 P301L (four-repeat tau fragment) Alexa594 fluorescence, heparin fibrillization; Potency, µM (top dose mostly 57.7 µM), for the others: top-dose activity change, negative = decrease; 0.93% of 280,000 active; AID 1463; note: % is set by controls: 0 for no effect and ±100 for the full control effect; nearly all actives have a fitted effect of over 55% in size
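Human K18 P301L tau (15 uM unlabeled plus 0.24 uM Alexa 594-labeled, final) in 100 mM sodium acetate pH 7 was mixed with compound and 20 uM heparin and incubated 6 hr at 37 C.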
Active calls of the source: *; ? = inconclusive; & = joins results of further samples; [ ] = remark or other dose. Calls come from the whole dose curve; as a rule, active = well fitted curve in the direction sought with a large enough effect; inconclusive = small, poorly fitted or top-dose-only effect, or another doubt; inactive = no such curve, though single readings can be large; an effect the other way counts as inactive or inconclusive. Potency is the fitted concentration of half-maximal effect. The list is partial; the hit share may differ from the screen's.

SMILES | Epigenetic reg | GAA glycogen | Tau fluor counter
Fc1ccc(C(NCCc2ccc(Cl)cc2)c2nnc(-c3ccccc3)o2)c(Cl)c1 (centres undefined) | 2.9% | -11%[76.3 µM] | -12%
CCC(C)Nc1oc(-c2ccc(COc3ccc(Cl)cc3)o2)nc1C#N (centres undefined) | -3.2% | ? | ?
Cc1cccc(N(C)C(=O)C2CCC(CNS(=O)(=O)c3cccc4nsnc34)CC2)c1 (centres undefined) | 0.8% | 15%[76.3 µM] | -7%
Cc1ccc2[nH]cc(C(c3ccccc3)c3ccc(Cl)s3)c2c1 (centres undefined) | 1.1% | -6%[76.3 µM] | 7.9µM*[quencher]
CCn1c2ccccc2c2cc(CN3CCN(Cc4cc(OC)c(O)c(OC)c4)CC3)ccc21 | -0.8% | ? | ?
Cc1cccc(-c2nc(CSc3nncn4c3cc3oc(C)cc34)c(C)o2)c1 | 4.3% | -7%[76.3 µM] | -22%
COc1ccc(NC(=O)Cc2csc(COc3cccc(C)c3)n2)cc1OC | 0.0% | 5%[76.3 µM] | -26%
O=S(=O)(c1ccccc1)c1nc(-c2ccccc2Cl)oc1N1CCCCCC1 | 1.0% | -4%[76.3 µM] | -25%
O=C(CCCn1c(=O)c2ccccc2n(Cc2cccc(Cl)c2)c1=O)NCCc1ccc(Cl)cc1 | -0.9% | -2%[76.3 µM] | -9%
NC(=O)CSc1oc(-c2cccs2)nc1S(=O)(=O)c1ccc(Br)cc1 | 7.9% | -3%[76.3 µM] | ?
O=C(Cn1ncc2c3ccccc3n(Cc3ccc(F)cc3)c2c1=O)NCc1cccs1 | 1.5% | -11%[76.3 µM] | 2%
Cc1cc(C(F)F)n2nc(C(=O)Nc3ccc(F)c(Cl)c3)nc2n1 | -1.0% | -10%[76.3 µM] | -3%
COc1ccc(-c2cc(-c3ccccc3)c(C#N)c(SCC(O)CS(=O)(=O)Cc3ccc(Cl)cc3)n2)cc1 (centres undefined) | -1.6% | -2%[76.3 µM] | ?
Cc1ccc(NC(=O)Cn2cc(S(=O)(=O)c3ccccc3)c(=O)c3cc4c(cc32)OCO4)cc1 | -1.4% | -6%[76.3 µM] | -28%
COc1cc2c(=O)n(CCC(=O)NCC3CCCO3)c(=O)n(CC(=O)Nc3ccc(C)cc3C)c2cc1OC (centres undefined) | 0.4% | -1% | -10%
CCC1=Nc2cc(C(=O)NCCc3ccccc3)ccc2Sc2ccc(Cl)cc21 | 6.6% | -3%[76.3 µM] | -22%
COc1cc(-c2nnc(SCCOc3ccc(Cl)cc3C)o2)cc(OC)c1OC | -6.3% | 10%[76.3 µM] | ?
COc1ccc2c(CNCc3ccco3)c(C(=O)O)n(Cc3ccc(F)cc3Cl)c2c1 | 6.8% | 8%[76.3 µM] | -11%
COc1cccc(-n2c(=O)c3cc(OC)c(OC)cc3n(CC(=O)Nc3ccccc3)c2=O)c1 | 8.8% | 0%[76.3 µM] | -1%
CCOc1ccc(/C=C/c2nc(C#N)c(N3CCCCC3)o2)cc1 | -0.8% | 0%[76.3 µM] | ?
CCOc1ccc(C(=O)c2cnc3ccc(Cl)cc3c2S(=O)(=O)c2ccc(C)cc2)cc1 | 1.4% | 11%[76.3 µM] | -19%
Cc1nn2c3c(cnc2c1-c1ccc(F)cc1)C(=O)CC(c1ccccc1)C3 (centres undefined) | 3.2% | -6%[76.3 µM] | -6%
COCCNC(=O)c1nn(-c2ccc(Cl)cc2)nc1CO | -3.9% | 24%[76.3 µM] | 0%
O=C(NCc1ccc2c(c1)OCO2)c1ccc2c(c1)N(Cc1ccccc1)C(=O)c1ccccc1S2=O (centres undefined) | 0.0% | -13%[76.3 µM] | -29%
Cc1ccc(-n2nc(C(=O)N(C)c3ccccc3Cl)c3c4ccccc4n(C)c3c2=O)cc1 | 4.2% | 1%[76.3 µM] | -14%
Cc1ccc(-c2nnn(CC(=O)N(CC(=O)NCCC(C)C)c3ccc(F)cc3)n2)cc1 | -1.0% | 0%[76.3 µM] | 1%
Cn1c(=O)nc2n(-c3ccc(Cl)c(Cl)c3)c3cc(Cl)ccc3cc-2c1=O | 0.0% | -9%[76.3 µM] | -13%
COC(=O)c1ccccc1NC(=O)Cn1cc(S(=O)(=O)Cc2ccccc2F)c2ccccc21 | 4.5% | -10%[76.3 µM] | -1%
COc1ccc(C(CNC(=O)c2oc3cc(Br)ccc3c2C)N2CCCCC2)cc1 (centres undefined) | -5.5% | -1%&-7%[76.3 µM] | -12%
CCOc1ccc(CCNC(=O)CCc2c(C)nc3cc(-c4ccccc4OC)nn3c2C)cc1 | -1.1% | -14%[76.3 µM] | -2%
COc1ccc(CNC(=O)c2cc(Nc3ccc(OC)cc3OC)nc3ccccc23)cc1 | -0.8% | 4%[76.3 µM] | ?
Cc1cc(F)ccc1S(=O)(=O)Nc1ccc2oc3c(c2c1)CC(C)CC3 (centres undefined) | 0.0% | -17%[76.3 µM] | ?
CCOC(=O)N1CCc2c(sc3c2c(=O)n(Cc2ccccc2)c(=O)n3Cc2cc(C)ccc2C)C1 | -3.1% | 4%[76.3 µM] | -5%
CCCn1c(=NC(=O)c2cc3ccccc3o2)c(C(=O)OCC)cc2c(=O)n3ccccc3nc21 | 0.1% | ? | -15%
Nc1c(C(=O)Nc2ccc(Cl)cc2F)sc2nc(-c3cccs3)ccc12 | 8.0% | 1%[76.3 µM] | 2.2µM*[quencher]
CCN(Cc1ccccc1)C(=O)CCc1c(C)nc2c(c(C)nn2-c2ccc(C)c(C)c2)c1C | 0.0% | -1%[76.3 µM] | -15%

Exported as labelled records: entries from further up
COc1cc(-c2nnc(SCCOc3ccc(Cl)cc3C)o2)cc(OC)c1OC
  Epigenetic reg: -6.3%; GAA glycogen: 10%[76.3 µM]; Tau fluor counter: ?

COc1cc2c(=O)n(CCC(=O)NCC3CCCO3)c(=O)n(CC(=O)Nc3ccc(C)cc3C)c2cc1OC (centres undefined)
  Epigenetic reg: 0.4%; GAA glycogen: -1%; Tau fluor counter: -10%

Cc1cc(F)ccc1S(=O)(=O)Nc1ccc2oc3c(c2c1)CC(C)CC3 (centres undefined)
  Epigenetic reg: 0.0%; GAA glycogen: -17%[76.3 µM]; Tau fluor counter: ?

COc1ccc2c(CNCc3ccco3)c(C(=O)O)n(Cc3ccc(F)cc3Cl)c2c1
  Epigenetic reg: 6.8%; GAA glycogen: 8%[76.3 µM]; Tau fluor counter: -11%

(cont.)
SMILES | Epigenetic reg | GAA glycogen | Tau fluor counter
COC(=O)c1c(-c2cccs2)csc1NC(=O)c1cc(OC)cc(OC)c1 | 0.0% | -1%[76.3 µM] | -29%
COc1ccc(OC)c(C(=O)CC2(O)C(=O)N(Cc3ccccc3C)c3ccccc32)c1 (centres undefined) | 9.4% | 11%[76.3 µM] | -10%
CCOC(=O)c1c(C)sc(-c2c(-c3ccc4c(c3)OCCO4)[nH]c3c2c(=O)n(C)c(=O)n3C)c1O | -0.8% | -19%[76.3 µM] | ?
COc1ccc(C2C=C(c3ccc(C)cc3)Nc3c(C(=O)Nc4ccccc4)cnn32)cc1 (centres undefined) | 0.0% | 8%[76.3 µM] | -8%
Cc1ccccc1NC(=O)c1sc2nc(-c3cc4ccccc4oc3=O)[nH]c(=O)c2c1C | 0.0% | 15%[76.3 µM] | -3%
COc1ccc(C(=O)c2oc3ccccc3c2NC(=O)COc2ccccc2)cc1 | -1.6% | -7%[76.3 µM] | ?
Cc1cccc(C)c1NC(=O)Nc1csc2c1CCCC2 | 0.0% | 19%[76.3 µM] | -1%
CCCN(CCC)C(=O)Cn1c(=O)n(CCCCCC(=O)NCc2ccc3c(c2)OCO3)c(=O)c2sccc21 | -1.8% | 8%[76.3 µM] | -3%
CCC(Sc1ncnc2sc3c(c12)CCCC3)C(=O)OC(C)C (centres undefined) | -2.0% | -12%[76.3 µM] | -12%
CCc1cccc(NC(=O)c2cnc(SC)nc2-c2ccccc2)c1 | -0.2% | -9%[76.3 µM] | -20%
Cc1cc2c(cc1C)NC(CC(=O)Nc1cccc(Cl)c1)C(=O)N2 (centres undefined) | -0.8% | 22%[76.3 µM] | 25µM*[quencher]
CCNc1nc(Oc2ccc(OCC(=O)OC)nn2)nc(N2CCOCC2)n1 | -1.0% | 4%[76.3 µM] | -2%

Sorted by length of the SMILES (low to high): some entries from above
SMILES | Epigenetic reg | GAA glycogen | Tau fluor counter
COc1ccc(C(=O)c2oc3ccccc3c2NC(=O)COc2ccccc2)cc1 | -1.6% | -7%[76.3 µM] | ?
COc1ccc(OC)c(C(=O)CC2(O)C(=O)N(Cc3ccccc3C)c3ccccc32)c1 (centres undefined) | 9.4% | 11%[76.3 µM] | -10%
Cc1ccccc1NC(=O)c1sc2nc(-c3cc4ccccc4oc3=O)[nH]c(=O)c2c1C | 0.0% | 15%[76.3 µM] | -3%
CCCN(CCC)C(=O)Cn1c(=O)n(CCCCCC(=O)NCc2ccc3c(c2)OCO3)c(=O)c2sccc21 | -1.8% | 8%[76.3 µM] | -3%

(continued)
SMILES | Epigenetic reg | GAA glycogen | Tau fluor counter
COc1cc(OC)cc(-c2nc3nc(C)c(CCC(=O)Nc4ccc(C)cc4)c(C)n3n2)c1 | -1.1% | 0%[76.3 µM] | -29%
COC(=O)c1cc2oc3ccccc3c2n1Cc1ccc(Cl)cc1 | -1.6% | 17%[76.3 µM] | ?
Cc1nn(CC(=O)NC2CC2)c(=O)c2cc3cc(F)ccc3n12 | 1.4% | -7%[76.3 µM] | -6%
CC(C)c1ccc(NC(=O)C(C)N(c2ccccc2)S(C)(=O)=O)cc1 (centres undefined) | 0.0% | -18%[76.3 µM] | -27%
CCNC(=O)c1c(NC(=O)Cc2coc3ccc(CC)cc23)sc2c1CCCC2 | ? | -11%[76.3 µM] | -12%
O=C(CCS(=O)(=O)c1nc(-c2cccs2)cc(C(F)(F)F)n1)Nc1ccc(OC(F)(F)F)cc1 | 0.1% | -1%[76.3 µM] | -14%
Cc1ccc2nc(NS(=O)(=O)c3ccc(Cl)cc3)c(Nc3ccc(C(=O)O)cc3)nc2c1 | -1.6% | -2%[76.3 µM] | -20%
CC(C)CC(NS(=O)(=O)c1ccc2c(c1)oc(=O)n2C)C(=O)NCc1ccccc1Cl (centres undefined) | -1.1% | 22%[76.3 µM] | 15%
COc1ccc(-c2noc(N(c3ccc(F)c(Cl)c3)c3nc(-c4ccc(OC)c(OC)c4)no3)n2)cc1OC | -2.9% | -7%[76.3 µM] | -14%
COc1ccccc1-c1noc(-c2ccc(NCC3CCCO3)c([N+](=O)[O-])c2)n1 (centres undefined) | -2.7% | 13%[76.3 µM] | -14%
Cc1ccc(NC(=O)C2CCCN2S(=O)(=O)c2ccc3c(c2)C(C)(C)C(=O)N3C)cc1 (centres undefined) | 0.7% | 1%[76.3 µM] | 0%
O=C(Nc1ccc(F)cc1)[C@@H](c1ccccc1)N1Cc2ccccc2C1=O | -0.3% | -10%[76.3 µM] | -15%
Cc1cccc(Nc2cc(C)nc3nc(Cc4ccc(Cl)cc4)nn23)c1 | 1.9% | -4%[76.3 µM] | -7%
CCN(CCCNC(=O)c1nn(-c2ccc(OC)cc2)c(=O)c2c1c1ccccc1n2C)c1cccc(C)c1 | 0.0% | -5%[76.3 µM] | -21%
Cc1ccc(C(=O)N(c2ccc(C)cc2)S(=O)(=O)c2ccc(Cl)cc2)cc1 | -1.6% | 8%[76.3 µM] | -28%
COc1ccc(OCCn2c(C)nc3cc(C)c(C)cc32)cc1 | -1.6% | -5%[76.3 µM] | -10%
O=C(NC1CCCC1)c1ccc(CSc2nc3ccncc3n2Cc2cccc(F)c2)cc1 | 3.5% | 15%[76.3 µM] | -8%
Cc1ccccc1-c1nnc(C2CCN(S(=O)(=O)c3ccc(Cl)cc3)CC2)o1 | ? | 2%[76.3 µM] | -18%
CC(C)(C)C1CCc2nc(NC(=O)Cc3ccc(Cl)cc3)sc2C1 (centres undefined) | -2.6% | 3%[76.3 µM] | -19%
COc1ccccc1C(=O)Nc1nnc(S(=O)(=O)N2CCCCC2)s1 | 1.4% | -1%[76.3 µM] | -22%
CCOc1ccc(CCNC(=O)c2sc3nc4n(c(=O)c3c2C)CCCC4)cc1 | 0.0% | -1%[76.3 µM] | -7%
CCc1ccc(C(c2ccccc2)c2c[nH]c3ccc(C)cc23)s1 (centres undefined) | -2.2% | 0%[76.3 µM] | 10µM*[quencher]
Cc1cccc(C(=O)Nc2ccc3oc(-c4ccncc4)nc3c2)c1 | 0.9% | 6%[76.3 µM] | -21%
COc1ccc2oc(=O)c(C(=O)NCCc3c(C)[nH]c4c(C)cccc34)cc2c1 | 2.2% | 7%[76.3 µM] | 16µM*[quencher]
Cc1nc2c(-c3ccccc3)c(C)nn2c(C)c1CCC(=O)NCc1ccc(F)cc1 | -1.1% | 14%[76.3 µM] | -11%
